Assay outcomes deposited in PubChem by several laboratories.
MT1-MMP txn act: activates MT1-MMP transcription | HT1080 MT1-MMP promoter luciferase reporter, luminescence, overnight; stronger effect = higher value | activation factor at 10 µM | 0.16% of 86,000 active | AID 750;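 active = activation factor of at least 2 for MT1-MMP transcription at 10 µM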
HUVEC inhibit: human endothelial cell proliferation inhibition. HUVEC proliferation, CellTiter-Glo luminescence, 72 h; stronger effect = lower value. viability, % at 10 µM (by protocol). 1.1% of 86,000 active. AID 648;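 active = viability at or below 30%; inactive = viability above 30%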;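 note: 100% = median luminescence of DMSO-only cell control wells on each plate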
ERb coact inh: ER-beta (human) coactivator binding inhibition. TR-FRET ER-beta LBD / SRC1-Cy5 peptide binding; receptor agonist-loaded with 1 µM estradiol. inhibition, % at 25.6 µM. 1.3% of 86,000 active. AID 633;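 active = compounds whose percent inhibition of the receptor-coactivator binding signal exceeds about 50% in the single-dose screen, limit read from the data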;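 note: 0% = receptor plus peptide wells without compound and 100% = peptide-only wells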
Fibroblast inh: blocks proliferation of human lung fibroblasts. LL 47 human lung fibroblast viability, ATP luminescence; stronger effect = lower value. viability, % at 10 µM. 1.1% of 85,000 active;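 active = viability at or below 50% in the single dose screen; inactive = viability above 50%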;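 note: compound exposure lasted 72 h before the ATP readout; 100% = median luminescence of untreated cell-only wells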
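material = human LL 47 lung fibroblast cells | dosing = compounds added from tenfold dosing solution, 0.1% DMSO final | timing = overnight cell rest, 72 h compound treatment at 37 °C | measured by = CellTiter-Glo luminescence measuring cellular ATP | evaluation = % viability versus median cells-only luminescence | control set = cell-only wells, no compound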
ERa SRC1 pot: ER-alpha (human) coactivator binding potentiation; P03372; TR-FRET ERalpha-LBD/SRC-Cy5 coactivator binding, 2 h; 100 = basal binding, no effect; coactivator binding (% of control), % at 25.6 µM; 1.3% of 86,000 active; in the data active = activity above about 200%;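 note: binding measured in presence of low estradiol as agonist stimulus; 0% = peptide alone without receptor and 100% = receptor with peptide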
Target sequence (P03372 whole entry, looked up, the tested form may be a part): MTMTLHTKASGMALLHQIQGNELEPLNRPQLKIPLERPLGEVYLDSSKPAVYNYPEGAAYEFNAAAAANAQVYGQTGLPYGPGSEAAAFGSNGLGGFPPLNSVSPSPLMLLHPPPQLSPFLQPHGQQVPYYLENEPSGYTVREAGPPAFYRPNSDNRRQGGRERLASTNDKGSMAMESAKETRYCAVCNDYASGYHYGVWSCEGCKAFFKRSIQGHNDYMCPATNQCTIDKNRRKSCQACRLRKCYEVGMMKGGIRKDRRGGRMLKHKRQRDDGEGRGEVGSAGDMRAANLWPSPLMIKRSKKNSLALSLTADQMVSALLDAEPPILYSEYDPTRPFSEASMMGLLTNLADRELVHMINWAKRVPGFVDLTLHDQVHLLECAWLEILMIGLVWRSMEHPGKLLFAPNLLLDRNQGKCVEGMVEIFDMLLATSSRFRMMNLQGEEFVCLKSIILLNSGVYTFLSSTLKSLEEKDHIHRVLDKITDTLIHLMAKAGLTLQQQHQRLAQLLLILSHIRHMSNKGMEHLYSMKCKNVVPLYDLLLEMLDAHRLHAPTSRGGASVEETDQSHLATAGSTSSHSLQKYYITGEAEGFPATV
H69AR inhibit: growth inhibitors of human H69AR lung tumor cells | AID 598 | H69AR lung tumor viability, ATP luminescence, 72 h; stronger effect = lower value | viability, % at 10 µM | 6% of 85,000 active;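 active = viability at or below 40%; inactive = viability above 40%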;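 note: multidrug resistant small cell line overexpressing MRP-1 efflux transporter; 100% = mean luminescence of untreated control wells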
ERa SRC1 inh: ER-alpha (human) coactivator binding inhibition | TR-FRET ER-alpha LBD / SRC-1 peptide, estradiol-bound | inhibition, % at 25.6 µM | 1.7% of 86,000 active; in the data active = inhibition above about 50%;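 note: 0% = receptor plus peptide control and 100% = peptide only without receptor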
Smad3 inh: Smad3 (human) transcription factor binding inhibition | inhibition, % at 25 µM | 0.29% of 88,000 active | AID 630 | TR-FRET Smad3/Dy647-FoxH1 peptide binding, europium anti-His | P84022;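 active = compounds that reduce the energy-transfer binding signal between the protein and its labelled peptide by more than half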;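 note: 0% = Smad3 plus labelled peptide maximal FRET and 100% = peptide-only background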
Mac1 fbg enh: enhancers of human CD11b/CD18 binding to fibrinogen; activation, % at 10 µM; P05107+P11215; 0.07% of 93,000 active; K562 CD11b/CD18 adhesion to fibrinogen, ATPlite luminescence; AID 1499;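 active = 10 µM primary screen giving 50% or more activity, confirmed by 40% or more on retest at that dose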; note: strong numbers were not always called active
* hit, by the source's call; . = not tested or not shown; [ ] = remark or other dose. An excerpt, so the mix of outcomes need not match the whole.

SMILES	MT1-MMP txn act	HUVEC inhibit	ERb coact inh	Fibroblast inh	ERa SRC1 pot	H69AR inhibit	ERa SRC1 inh	Smad3 inh	Mac1 fbg enh
CCSc1nnc(NC(=O)c2ccccn2)s1	0.9	45	-4	.	92	18*	10	6	0
O=S(=O)(c1cccs1)N1CCN(CC(O)COc2cc(Cl)ccc2Cl)CC1 (centres undefined)	1	72	-1	94	97	75	3	7	-5
CCOC(=O)N1CCN(C(=O)CSCC(=O)Nc2nc(-c3ccc(OC)cc3)cs2)CC1	1.7	107	-2	102	112	89	-1	4[fluorescence artefact?]	2
O=C(NCC12CC3CC(CC(C3)C1)C2)c1cc2n(n1)C(C(F)(F)F)CC(c1ccco1)N2 (centres undefined)	1.1	55	-2	78	109	34*	-7	8	.
CCOC(=O)c1sc(NC(=O)CSc2ncn(-c3ccccc3)n2)nc1C	1	86	-2	92	122	96	1	3	2
O=C(c1ccc(NS(=O)(=O)c2ccccc2)cc1)N1CCN(Cc2ccc3c(c2)OCO3)CC1	0.9	87	-2	91	110[fluorescence artefact?]	47	8	1	-1
N#Cc1ccc(NC(=O)CN2C(=O)NC(Cc3ccccc3)C2=O)cc1 (centres undefined)	1.1	104	-7	101	118	102	-6	5	-1
O=C(Nn1c(O)c(C=C2N=c3ccccc3=N2)sc1=S)c1ccccc1Cl	1.4	84	-12	97	104	85	-6	-13	1
CCOC(=O)Cn1cc(C(=O)c2ccco2)c2ccccc21	1.2	92	3[fluorescence artefact?]	105	93	93	0	-11	1
Cc1ccc2nc(NC(=O)CCNS(=O)(=O)c3cccs3)sc2c1	1.1	86	6[fluorescence artefact?]	107	99	60	0[fluorescence artefact?]	2	-6
Cc1ccc(-c2nn(C)c(=O)c3ccccc23)cc1CN1CCOCC1	1.1	90	3	88	122	79	-14	0	-5
CCCSc1nnc(CSc2nc3ccccc3s2)n1-c1ccccc1	1.1	95	-13	93	66	77	-2	-3	.
Cc1nn(C(C)(C)C)c(OC(=O)c2ccc3c(c2)OCO3)c1Sc1ccccc1	1.1	76	-10	96	78	82	2	-2	-1
COc1cccc(C(=O)N2CCN(C3CCC(c4ccccc4)CC3)CC2)c1 (centres undefined)	1.1	99	-3	99	108	93	-4	4	0
CN1CCN(c2oc(-c3cccs3)nc2S(=O)(=O)c2ccccc2)CC1	1.2	95	-10	96	111	102	-1	9	1
CCOc1ccc(N2C(=O)c3cccnc3C2=O)cc1	1.2	88	19	104	114	95	19	0	.
CC1=CCC2C(=O)N(c3nc(C)cc(C)n3)C(=O)C2C1 (centres undefined)	1	106	-3	94	128[fluorescence artefact?]	89	-5[fluorescence artefact?]	9	-3
CCCc1[nH]nc2c1C(c1cccc(OC(=O)c3ccco3)c1)C(C#N)=C(N)O2 (centres undefined)	1	95	-4	96	88	85	-5	2	1
Cc1ccc(-c2noc(CN(C(=O)Cc3ccccc3)C(C)C)n2)cc1	1.2	108	-7	99	96	65	1	-15	-6
O=C(COc1ccc(S(=O)(=O)NC2CCCC2)cc1)N1CCCCCC1	1	102	-7[fluorescence artefact?]	.	92	103	-6	11	0
CC(C)CCn1c(=O)c2ccccc2n2c(CN(C)Cc3ccccc3)nnc12	1.2	87	0	90	87	86	1	1[fluorescence artefact?]	0
O=C(CCC(=O)N1CCN(C2CCCCC2)CC1)Nc1nnc(C(F)(F)F)s1	1.1	103	-1	98	108	99	-7	-1	2
CCCCNC(=O)COC(=O)c1cc(F)c(F)cc1Cl	1.2	100	-7	103	111	88	-9	-22	-1
Cn1c(=O)oc2ccc(C(=O)CSc3nnnn3-c3ccccc3)cc21	1.1	67	11	92	284*[fluorescence artefact?]	63	17[fluorescence artefact?]	-23	10
CCOC(=O)C(NC(=O)c1ccccc1)(N1CCCC1=O)C(F)(F)F (centres undefined)	1	91	15[fluorescence artefact?]	100	109	95	4[fluorescence artefact?]	-2	4

The closing 2 entries of the section above lead into the next:
SMILES	MT1-MMP txn act	HUVEC inhibit	ERb coact inh	Fibroblast inh	ERa SRC1 pot	H69AR inhibit	ERa SRC1 inh	Smad3 inh	Mac1 fbg enh
Cn1c(=O)oc2ccc(C(=O)CSc3nnnn3-c3ccccc3)cc21	1.1	67	11	92	284*[fluorescence artefact?]	63	17[fluorescence artefact?]	-23	10
CCOC(=O)C(NC(=O)c1ccccc1)(N1CCCC1=O)C(F)(F)F (centres undefined)	1	91	15[fluorescence artefact?]	100	109	95	4[fluorescence artefact?]	-2	4
Cc1cccc(C)c1NC(=O)Cn1nnc(-c2ccc(N3CCOCC3)cc2)n1	1.2	83	11	85	126	55	28	1	-2
O=C(c1cc(S(=O)(=O)N2CCCCC2)c(Cl)cc1N1CCOCC1)N1CCOCC1	1	97	-6	91	90	77	1	-4	5
CCOc1ccc(OCC)c(NC(=O)CN(c2ccc(C)cc2)S(=O)(=O)c2c(C)noc2C)c1	1	88	7	82	125	60	7[fluorescence artefact?]	14	-2
O=S(=O)(NC1CCCCC1)c1ccc(Br)cc1	1.2	106	-4	97	102	102	1	6	4
CCOC(=O)N1CCN(c2ncnc3c2oc2nc(C)c4c(c23)CC(C)(C)OC4)CC1	1	99	-6	101	104	94	-3	5	-1
COCc1[nH]nc2c1C(c1ccccc1OC)C(C#N)=C(N)O2 (centres undefined)	1.2	91	-4[fluorescence artefact?]	104	115[fluorescence artefact?]	105	6	6[fluorescence artefact?]	-1
CC(=O)Nc1ccc(S(=O)(=O)Nc2nc3ccc(C)cc3s2)cc1	1.1	98	20[fluorescence artefact?]	101	73	100	14	-10	3
c1cc2c3c(cccc3c1)C(N1CCN(C3=Nc4cccc5cccc3c45)CC1)=N2	.	85	10	91	203*[fluorescence artefact?]	7.7*	34[fluorescence artefact?]	-5	.
Cc1cc(C)nc(N2CCCC(C(=O)Nc3nc4ccc(S(C)(=O)=O)cc4s3)C2)n1 (centres undefined)	1.1	102	-4	103	106	51	-2	7	-6
O=C(c1cccc2c1-c1ccccc1/C2=N/O)N1CCCCC1	1.1	68	-1	98	88	103	-6	4	-2
COc1ccc(C2=NNC(c3cccs3)=Nc3ccc(OC)cc32)cc1	1.2	102	-6[fluorescence artefact?]	94	96	81	-9[fluorescence artefact?]	6	.
COC(=O)C1=C(N)Oc2cc(C)n(CC3CCCO3)c(=O)c2C1c1ccccc1OC (centres undefined)	1	100	0	96	120	85	-3	8	.
Cc1nnc2n(C3CCCCC3)c(=O)c3c4c(sc3n12)CCC4	1.1	102	49[fluorescence artefact?]	100	61	82	22	7	-1
CC(=O)Nc1cccc(NC(=O)Nc2ccc(C(C)=O)cc2)c1	1.1	110	-19	111	109	75	-18	5	7
CC(C)C(=O)NC(C)C(c1cccs1)N1CCN(c2ccccc2)CC1 (centres undefined)	1	93	-15	105	98	82	-21	6	.
c1ccc(Cn2ccnc2-c2ccco2)cc1	1.4	98	0	103	106	92	-3	-3	0
O=[n+]1c2c(n([O-])c3cc(F)c(N4CCCC4)cc31)CCC2	1.2	102	46	92	41[fluorescence artefact?]	89	38[fluorescence artefact?]	6	.
Cc1ccccc1C(C(=O)NCc1ccccc1)N(Cc1ccco1)C(=O)c1ccccn1 (centres undefined)	1	81	22	99	102	73	-4	-1	.
CCOP(=O)(c1ccccc1)C1(O)CCCCC1 (centres undefined)	1.2	101	2	105	107	100	5	-7	-6
CCNC(=O)C1CCCN1S(=O)(=O)c1ccc(C)cc1 (centres undefined)	1.3	94	-26	95	97	100	-18	5	.
Cc1cc(Br)c(S(=O)(=O)NCCN2CCOCC2)cc1C	0.9	96	-5	99	117	98	-7	5	-4
Cc1cc(=O)oc(C)c1C(=O)NCc1ccco1	1.2	111	3	112	101	78	-6	4	.
CCOc1ccc2nc(NCCNC(=O)CC)c(C#N)cc2c1	1.2	100	3	97	117	92	-7	-5	-1
Cc1ccc(S(=O)(=O)Cn2nnnc2C(C(C)C)N2CCN(c3nc4ccccc4s3)CC2)cc1 (centres undefined)	.	85	8	92	116	27*	-1	7[fluorescence artefact?]	.
CCN1CCc2c(C#N)c(NCc3ccccc3)nc(N(CC)CC)c2C1	1	55	0	82	675*[fluorescence artefact?]	58	5[fluorescence artefact?]	-5	-1

The list goes on.
SMILES	MT1-MMP txn act	HUVEC inhibit	ERb coact inh	Fibroblast inh	ERa SRC1 pot	H69AR inhibit	ERa SRC1 inh	Smad3 inh	Mac1 fbg enh
CC1CCC(C(=O)NC(C(=O)N2CCC(N3CCCCC3)CC2)C(C)C)CC1 (centres undefined)	1.2	94	-9	96	103	125	-7	10[fluorescence artefact?]	.
CC1CCCCN1CCNc1nc(=S)[nH]c2ccccc12 (centres undefined)	1.2	99	-8	95	110	96	1	-7	-2
CCCc1ccc(-c2ccc(F)c(N)c2)nc1	.	82	0	97	113	78	7	10	.
CC(C)(C)OC(=O)N1CCC(C(=O)N[C@H](Cc2ccccc2)C(=O)O)CC1	1	108	28[fluorescence artefact?]	103	115	99	10	-4	.
Oc1c(C=Nc2cccnc2)sc2ccccc12	1.4	87	-7[fluorescence artefact?]	100	110[fluorescence artefact?]	80	-22[fluorescence artefact?]	-5[fluorescence artefact?]	-3
COc1ccccc1CNS(=O)(=O)c1ccc2[nH]cc(C(=O)O)c(=O)c2c1	1.1	103	22[fluorescence artefact?]	101	79	99	24[fluorescence artefact?]	7	.
CC(C)N1C(=S)SC(C)(C)C1n1oc(=O)n(-c2ccc(Cl)c(Cl)c2)c1=O (centres undefined)	1.1	96	1	88	113	97	-5	-1	.

Some of these compounds in order of their number in Smad3 inh, lowest first.
compound	Smad3 inh
c1ccc(Cn2ccnc2-c2ccco2)cc1	-3
Cc1nn(C(C)(C)C)c(OC(=O)c2ccc3c(c2)OCO3)c1Sc1ccccc1	-2
O=C(NCC12CC3CC(CC(C3)C1)C2)c1cc2n(n1)C(C(F)(F)F)CC(c1ccco1)N2 (centres undefined)	8
